IDH1 R132H inh: blocks human mutant IDH1 R132H enzyme | O75874 | IDH1-R132H enzyme, NADPH consumption, diaphorase/resazurin fluorescence | Potency, µM (doses to about 76.6 µM), for inactives: at the top dose activity change, negative = inhibition, hits mostly inhibitors | actives 0.093% (n = 390,000); also: potency is read from the fitted curve at half-maximal effect; % is scaled to controls: 0 for no effect and ±100 for the full control effect; nearly all actives have a fitted effect of over 65% in size
Target sequence (O75874 whole entry R132H, stated change not applied): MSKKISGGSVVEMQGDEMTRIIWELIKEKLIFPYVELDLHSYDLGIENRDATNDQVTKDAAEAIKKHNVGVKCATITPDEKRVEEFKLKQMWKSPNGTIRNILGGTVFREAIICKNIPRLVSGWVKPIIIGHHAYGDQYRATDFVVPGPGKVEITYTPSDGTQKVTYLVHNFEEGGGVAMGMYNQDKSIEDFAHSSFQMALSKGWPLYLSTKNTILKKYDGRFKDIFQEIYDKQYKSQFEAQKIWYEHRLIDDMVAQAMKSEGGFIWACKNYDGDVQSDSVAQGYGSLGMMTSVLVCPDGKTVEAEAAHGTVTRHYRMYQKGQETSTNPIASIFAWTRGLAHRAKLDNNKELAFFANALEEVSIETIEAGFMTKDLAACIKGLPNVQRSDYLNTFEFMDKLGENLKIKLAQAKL
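IDH1-R132H (0.5 ug/mL) preincubated 30 min with compound, then NADPH (0.016 mM) and alpha-KG (2 mM) added; 80 min at RT, pH 7.5. Remaining NADPH coupled via diaphorase/resazurin to fluorescence (540/590 nm); concentration-response curves normalized to no-enzyme control.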
Vif-A3F inh: Vif-A3F binding inhibition; actives 0.2% (n = 390,000); Potency, µM (highest dose often 46.1 µM), for inactives: at the top dose activity, negative = active; HeLa A3F-eYFP + Vif (tagged APOBEC3F with the HIV-1 protein that degrades it), YFP fluorescence increase; also: potency is read from the fitted curve at half-maximal effect; % of control where 0% means no effect; nearly all actives have a fitted effect of over 65% in size
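HeLa cells stably expressing A3F-eYFP plus Vif, plated and incubated overnight at 37 deg C, then exposed to compounds overnight at 37 deg C. Blocked degradation read as raised yellow fluorescence (Ex 488/Em 500-530).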
TrxR1 substrate: substrates of rat thioredoxin reductase 1. purified TrxR1 substrate turnover, NADPH consumption readout. actives 0.01% (n = 390,000). AID 588456. O89049. Potency, µM (doses to about 114 µM), for inactives: top-dose activity change, negative = substrate turnover; also: potency is read from the fitted curve at half-maximal effect; % is scaled to controls: 0 for no effect and ±100 for the full control effect; nearly all actives have a fitted effect of over 50% in size
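Rat TrxR1, dispensed at 90 nM, was prereduced with 400 uM NADPH (final) for 5 min at ~22 deg C, then incubated with compound 15 min before 400 uM selenite. A first-read NADPH fluorescence drop versus no-compound background flagged substrates.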
Vif-APOBEC3G blk: Vif-A3G binding inhibition; HeLa A3G-eYFP + Vif (tagged APOBEC3G with the HIV-1 protein that degrades it), YFP fluorescence, overnight; Potency, µM (titrated, usually from 46.1 µM), for inactives: top-dose activity, negative = active, usual class: inhibitors; actives 0.076% (n = 410,000);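 also: potency is read from the fitted curve at half-maximal effect; % is scaled to controls: 0 for no effect and ±100 for the full control effect; nearly all actives have a fitted effect of over 60% in size; hits raise eYFP signal because A3G escapes Vif-driven loss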
Target sequence (Q9HC16 whole entry, looked up): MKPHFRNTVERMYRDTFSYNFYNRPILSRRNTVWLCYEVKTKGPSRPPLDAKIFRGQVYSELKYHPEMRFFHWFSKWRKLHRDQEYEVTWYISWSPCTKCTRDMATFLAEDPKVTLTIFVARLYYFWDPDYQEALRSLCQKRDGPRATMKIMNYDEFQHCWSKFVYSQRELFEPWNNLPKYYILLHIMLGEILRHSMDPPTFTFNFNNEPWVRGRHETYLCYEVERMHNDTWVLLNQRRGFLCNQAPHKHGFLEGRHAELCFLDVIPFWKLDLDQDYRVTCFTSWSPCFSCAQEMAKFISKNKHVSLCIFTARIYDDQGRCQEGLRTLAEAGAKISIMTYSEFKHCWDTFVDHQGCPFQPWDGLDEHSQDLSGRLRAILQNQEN
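HeLa cells stably expressing Vif and C-terminally eYFP-tagged A3G, seeded overnight at 37 deg C, then exposed to compound by pintool overnight at 37 deg C. Rise in yellow fluorescence (Ex 488/Em 500-530, Acumen) marks blocked Vif-driven A3G degradation.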
USP1 inh: USP1/UAF1 (human) deubiquitinase inhibition; Potency, µM (doses to about 57.1 µM), without a hit: top-dose activity change, negative = inhibition, actives largely listed as inhibitors; AID 743255; actives 0.23% (n = 390,000); recombinant USP1/UAF1, Ub-Rhodamine cleavage fluorescence; also: potency is read from the fitted curve at half-maximal effect; % is scaled to controls: 0 for no effect and ±100 for the full control effect; nearly all actives have a fitted effect of over 60% in size; inactives centre near -12
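High-throughput fluorogenic screen: 1nM USP1/UAF1 complex, Ub-Rho substrate 150nM final, 50mM HEPES pH 7.8 with 0.5mM EDTA, 0.1 mg/ml BSA, 1mM TCEP and 0.01% Tween-20.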
rTrxR1 inhibitor: inhibitors of rat thioredoxin reductase 1 | recombinant rTrxR1, NADPH fluorescence consumption, selenite substrate | Potency, µM (top dose mostly 114 µM), for the others: at the top dose activity change, negative = inhibition, most hits filed as inhibitors | actives 1% (n = 390,000) | O89049; also: potency is read from the fitted curve at half-maximal effect; % is scaled to controls: 0 for no effect and ±100 for the full control effect; nearly all actives have a fitted effect of over 65% in size
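Rat TrxR1 (90 nM in the dispensed reagent) was pre-reduced with 400 uM NADPH for 5 min at room temperature, then incubated with compound for 15 min. After 400 uM selenite was added, NADPH fluorescence (Ex 340/Em 450 nm) was followed for 8 min.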
RGS4 inh: inhibitors of human regulator of G protein signaling 4 | Transcreener GDP fluorescence polarization, RGS4-accelerated GTP hydrolysis | Potency, µM (highest dose often 114 µM), without a hit: at the highest dose activity change, negative = inhibition, most hits filed as inhibitors | actives 0.039% (n = 390,000) | AID 504845; also: potency is read from the fitted curve at half-maximal effect; % is scaled to controls: 0 for no effect and ±100 for the full control effect; nearly all actives have a fitted effect of over 75% in size; some results filed as inactive show a strong effect at the top dose
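MLSMR compounds (23 nl, pin-transferred) preincubated 10 min at room temperature with a 500nM (2x) first reagent, then RGS4 at 900nM (2x) plus Transcreener GDP mix added; fluorescence polarization (620/688 nm) read before and after 90 min at 30 °C.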
GRP78 ERSR act: inducers of ER stress response in human glioma cells | actives 0.02% (n = 420,000) | U87-MG GRP78 promoter luciferase reporter, 16 h | Potency, µM, for inactives: at the highest dose activation, most hits filed as activators | AID 602332; also: potency is read from the fitted curve at half-maximal effect; series mostly up to about 76 µM; % of control where 0% means no effect; nearly all actives have a fitted effect of over 35% in size
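ERSR induction read as luciferase luminescence (Bright-Glo, 10 min at room temperature) in stably transfected human U87-MG glioma cells exposed to compounds for 16 h, using GRP78 as sensor.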
LDHA inh: blocks human lactate dehydrogenase A; actives 0.15% (n = 480,000); P00338; purified LDHA, NADH/diaphorase-resazurin fluorescence; hits give low values; AID 1347041; activity change, % (values are at about 110 or 230 µM); in the data active = activity change below about -30%;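 also: plate controls were DMSO wells for no effect and wells without enzyme for full effect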
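Human LDH5 at 2 nM final in Tris HCl pH 7.4 with 0.06 mM NADH and 0.2 mM pyruvate, reacted 5 minutes at room temperature. Remaining NADH coupled via diaphorase/resazurin; resorufin fluorescence read at 0 and 20 minutes, normalized to enzyme-free and DMSO wells.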
An asterisk follows results filed as active; · = not tested or not shown; [ ] = remark or other dose. Unless noted, calls follow the shape of the dose curve; as a rule, active = well fitted curve in the direction sought with a large enough effect; inconclusive = small, poorly fitted or top-dose-only effect, or another doubt; inactive = no such curve, though single readings can be large; an effect the other way counts as inactive or inconclusive.

item | mol | IDH1 R132H inh | Vif-A3F inh | TrxR1 substrate | Vif-APOBEC3G blk | USP1 inh | rTrxR1 inhibitor | RGS4 inh | GRP78 ERSR act | LDHA inh
1 | CCOC(=O)NCCc1ccc(OC)cc1 | 0% | -1% | 2% | -5% | -6% | 14% | -4% | 5% | -6
2 | OCCN1CCN(c2cc(-c3ccccc3)c3ccccc3n2)CC1 | 3% | 0% | 7% | -2% | -16% | -12% | -13% | -6% | -23
3 | CN(C)c1nc(Nc2ccccc2)nc(N(C)C)n1 | 0% | -2% | 8%[57.1 µM] | -5% | -22% | 16%[57.1 µM] | 5%[11.4 µM] | 0% | -8
4 | CCCn1c(=N)n(CC(=O)c2cccs2)c2ccccc21 | 3% | 0% | 7%[57.1 µM] | 0% | -4% | -32%[57.1 µM] | -5% | -4% | 5
5 | CN(C)C(CNC(=O)c1ccc2c(c1)S(=O)(=O)c1ccccc1C2=O)c1ccco1 (stereo unspecified) | 0% | -10% | 0% | -1% | -23% | 14% | 3% | -5% | -1
6 | CCc1ccc(-c2nc(CN3CCCC(C(=O)NCc4ccccc4Cl)C3)c(C)o2)cc1 (stereo unspecified) | -12% | 0% | -3% | -17% | -16% | 22% | -6% | 2% | -1
7 | COc1ccccc1/C=C/c1nc2ccccc2s1 | · | · | -7% | 2% | · | -12% | · | 0% | 1
8 | NNC(=O)COc1ccc(-c2nccc(-c3ccc(F)cc3)n2)cc1 | 5% | 3% | 1% | -1% | -4% | 18% | -18% | -12% | -4
9 | O=S(=O)(c1ccc(-c2cc(C(F)(F)F)on2)s1)N1CCN(c2ccccc2)CC1 | 12% | 1% | -3%[57.1 µM] | 5% | -28% | 19%[57.1 µM] | -9% | -3% | -1
10 | COc1ccc(Br)cc1CNC(=O)C1CCN(S(=O)(=O)N2CCCC2)CC1 | 2% | 2% | 13% | 2% | -12% | 21% | 6% | -1% | -6
11 | Cc1nnc(SCC(=O)c2ccc(Cl)cc2)s1 | 8% | -22% | 3%[57.1 µM] | -3% | -23% | 10%[57.1 µM] | -8% | 1% | 1
12 | Cn1c(C(O)c2ccccc2)nc(Cl)c1Cl (stereo unspecified) | 0% | 0% | 11% | 0% | -11% | 28% | -8% | -3% | -1
13 | COCCCNC(=O)C[C@H]1C[C@H](C(=O)N(C(C)C)C(C)C)[C@@]2(C)c3[nH]c4cc(CCC(=O)N(C)C)ccc4c3CCN2C1=O | 3%[38.3 µM] | 5% | 0% | 1% | -16% | 8% | 14% | -2% | 0
14 | Cc1ccccc1OCc1nnc(SC(C)C(=O)O)n1Cc1ccccc1 (stereo unspecified) | -2% | -10% | 0% | -12% | -20% | -4% | -17% | -1% | -1
15 | O=C(COc1ccccc1[N+](=O)[O-])N(Cc1ccccc1)c1ccccn1 | -4% | 17% | -1% | 1% | -15% | 7% | 1% | 2% | -5

In a second layout: results already given.
1: CCOC(=O)NCCc1ccc(OC)cc1
2: OCCN1CCN(c2cc(-c3ccccc3)c3ccccc3n2)CC1
3: CN(C)c1nc(Nc2ccccc2)nc(N(C)C)n1
4: CCCn1c(=N)n(CC(=O)c2cccs2)c2ccccc21
5: CN(C)C(CNC(=O)c1ccc2c(c1)S(=O)(=O)c1ccccc1C2=O)c1ccco1 (stereo unspecified)
6: CCc1ccc(-c2nc(CN3CCCC(C(=O)NCc4ccccc4Cl)C3)c(C)o2)cc1 (stereo unspecified)
7: COc1ccccc1/C=C/c1nc2ccccc2s1
8: NNC(=O)COc1ccc(-c2nccc(-c3ccc(F)cc3)n2)cc1
9: O=S(=O)(c1ccc(-c2cc(C(F)(F)F)on2)s1)N1CCN(c2ccccc2)CC1
10: COc1ccc(Br)cc1CNC(=O)C1CCN(S(=O)(=O)N2CCCC2)CC1

entry no. | 1 | 2 | 3 | 4 | 5 | 6 | 7 | 8 | 9 | 10
IDH1 R132H inh | 0% | 3% | 0% | 3% | 0% | -12% | · | 5% | 12% | 2%
Vif-A3F inh | -1% | 0% | -2% | 0% | -10% | 0% | · | 3% | 1% | 2%
TrxR1 substrate | 2% | 7% | 8%[57.1 µM] | 7%[57.1 µM] | 0% | -3% | -7% | 1% | -3%[57.1 µM] | 13%
Vif-APOBEC3G blk | -5% | -2% | -5% | 0% | -1% | -17% | 2% | -1% | 5% | 2%
USP1 inh | -6% | -16% | -22% | -4% | -23% | -16% | · | -4% | -28% | -12%
rTrxR1 inhibitor | 14% | -12% | 16%[57.1 µM] | -32%[57.1 µM] | 14% | 22% | -12% | 18% | 19%[57.1 µM] | 21%
RGS4 inh | -4% | -13% | 5%[11.4 µM] | -5% | 3% | -6% | · | -18% | -9% | 6%
GRP78 ERSR act | 5% | -6% | 0% | -4% | -5% | 2% | 0% | -12% | -3% | -1%
LDHA inh | -6 | -23 | -8 | 5 | -1 | -1 | 1 | -4 | -1 | -6

11: Cc1nnc(SCC(=O)c2ccc(Cl)cc2)s1
12: Cn1c(C(O)c2ccccc2)nc(Cl)c1Cl (stereo unspecified)

entry no. | 11 | 12
IDH1 R132H inh | 8% | 0%
Vif-A3F inh | -22% | 0%
TrxR1 substrate | 3%[57.1 µM] | 11%
Vif-APOBEC3G blk | -3% | 0%
USP1 inh | -23% | -11%
rTrxR1 inhibitor | 10%[57.1 µM] | 28%
RGS4 inh | -8% | -8%
GRP78 ERSR act | 1% | -3%
LDHA inh | 1 | -1

Next part
item | mol | IDH1 R132H inh | Vif-A3F inh | TrxR1 substrate | Vif-APOBEC3G blk | USP1 inh | rTrxR1 inhibitor | RGS4 inh | GRP78 ERSR act | LDHA inh
16 | CCCc1cc(=O)n2[nH]c(NCc3ccc(OC)cc3)nc2n1 | -2% | -28% | 6%[57.1 µM] | 5% | -13% | 3%[57.1 µM] | -5% | 0% | -4
17 | COc1ccc(Nc2ncc3c(n2)CCN(Cc2sccc2C)C3)c(OC)c1 | · | · | 4%[57.1 µM] | · | -16% | 21%[57.1 µM] | 35% | · | -8
18 | Cc1ccc(-n2c(=O)c3sccc3n(CC(=O)NC3CCCC3)c2=O)cc1 | 9% | 0% | 12% | -7% | -10% | 30% | -10% | -3% | -8
19 | C/C(=N\NC(=O)c1cccc(O)c1)c1cccc(NC(=O)c2ccc(F)cc2)c1 | -1% | -7% | -3% | -3% | -8% | 5% | 35% | 5% | -2
20 | O=C(NCCCNC(=O)c1ccccc1Cl)c1cnccn1 | -1% | -1% | 0% | -1% | -17% | 3% | 4% | -2% | -5

Pulled by structure from the list above (two):
item | mol | IDH1 R132H inh | Vif-A3F inh | TrxR1 substrate | Vif-APOBEC3G blk | USP1 inh | rTrxR1 inhibitor | RGS4 inh | GRP78 ERSR act | LDHA inh
18 | Cc1ccc(-n2c(=O)c3sccc3n(CC(=O)NC3CCCC3)c2=O)cc1 | 9% | 0% | 12% | -7% | -10% | 30% | -10% | -3% | -8
19 | C/C(=N\NC(=O)c1cccc(O)c1)c1cccc(NC(=O)c2ccc(F)cc2)c1 | -1% | -7% | -3% | -3% | -8% | 5% | 35% | 5% | -2

Some of the compounds tested. The share of hits here may be higher or lower than overall.
